Screening data from PubChem.
AGP1-GFP MLPCN – modulators of AGP1-GFP expression in yeast TOR pathway, primary screen, cell-based, multiplex flow cytometry, S. cerevisiae, MLPCN library; 3 h; GFP as percent of DMSO wells; GFP response vs DMSO, % at 10 µM; 320,000 tested, 0.02% active; AID 2066, 2009;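 active = GFP response relative to DMSO above a set limit, near screen average plus 3 SD, cut at about 150% in these data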;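 note: median GFP channel fluorescence of the gated AGP1 strain per well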
GRK2 inh – compounds blocking aptamer binding on GRK2 – biochemical, human GRK2, bead flow cytometry, HTS, primary screen | 330,000 tested, 0.59% active | FAM-aptamer displacement from GRK2 | inhibition of aptamer binding, % at 10 µM | Beta-adrenergic receptor kinase 1 (Homo sapiens), P25098;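 active = inhibition of aptamer binding above 40%, roughly 3 SD of noise, on plates passing a quality check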;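 note: median bead fluorescence of bound FAM aptamer so fluorescent compounds give negative values; no value below 0 was filed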
CIT2 TOR yeast – modulators of CIT2-GFP expression in yeast, primary screen, S. cerevisiae, GFP fusion, multiplex flow cytometry, MLPCN library; GFP response vs DMSO, % at 10 µM; S. cerevisiae CIT2-GFP strain, 3 h; 100 means same as DMSO wells; 320,000 tested, 0.065% active;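 active = GFP response relative to DMSO above a set limit, near the screen mean plus 3 SD, cut at about 150% in these data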;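 note: ratio of well median GFP fluorescence to mean of DMSO wells on the plate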
Bcl-xL primary – inhibitors of human Bcl-xL, primary screen, biochemical, fluorescence polarization, HTS | GST-Bcl-xL / FITC-Bim BH3 peptide fluorescence polarization | inhibition, % at 10.9 µM | 320,000 tested, 0.7% active | AID 2129, 2009;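 active = inhibition above the mean of all tested compounds plus 3 SD, cutoff set per campaign, cut at about 30% in these data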;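 note: 0% = DMSO wells and 100% = unlabeled Bim-BH3 peptide competitor; inhibitors lower millipolarization by displacing the labeled peptide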
Yeast superoxide – reduction of superoxide in aged yeast, primary screen, HTS; AID 2690, 2010; 330,000 tested, 0.18% active; superoxide response (% of plate mean), % at 10 µM; S. cerevisiae aged cells, superoxide DHE fluorescence; hits give low values;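 active = superoxide response under a set limit, about three screen SD below normal, cut at about 65% in these data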;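 note: yeast aged for seven days with compound at 30 °C before DHE staining; 100% = average MFI of all compound-treated wells on the plate with controls excluded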
VLA-4 inh – inhibition in human VLA-4 binding assay, primary screen, VLA-4 allosteric modulator project, MLPCN library, flow cytometry, VLA-4 expressing cells | Integrin alpha-4 (Homo sapiens), P13612 | ligand binding flow cytometry | inhibition, % (about 7 µM as worked out from the volumes in the protocol) | 330,000 tested, 0.2% active | AID 2557, 2010; in the data active = inhibition above about 50%
Target sequence (P13612 whole entry, looked up): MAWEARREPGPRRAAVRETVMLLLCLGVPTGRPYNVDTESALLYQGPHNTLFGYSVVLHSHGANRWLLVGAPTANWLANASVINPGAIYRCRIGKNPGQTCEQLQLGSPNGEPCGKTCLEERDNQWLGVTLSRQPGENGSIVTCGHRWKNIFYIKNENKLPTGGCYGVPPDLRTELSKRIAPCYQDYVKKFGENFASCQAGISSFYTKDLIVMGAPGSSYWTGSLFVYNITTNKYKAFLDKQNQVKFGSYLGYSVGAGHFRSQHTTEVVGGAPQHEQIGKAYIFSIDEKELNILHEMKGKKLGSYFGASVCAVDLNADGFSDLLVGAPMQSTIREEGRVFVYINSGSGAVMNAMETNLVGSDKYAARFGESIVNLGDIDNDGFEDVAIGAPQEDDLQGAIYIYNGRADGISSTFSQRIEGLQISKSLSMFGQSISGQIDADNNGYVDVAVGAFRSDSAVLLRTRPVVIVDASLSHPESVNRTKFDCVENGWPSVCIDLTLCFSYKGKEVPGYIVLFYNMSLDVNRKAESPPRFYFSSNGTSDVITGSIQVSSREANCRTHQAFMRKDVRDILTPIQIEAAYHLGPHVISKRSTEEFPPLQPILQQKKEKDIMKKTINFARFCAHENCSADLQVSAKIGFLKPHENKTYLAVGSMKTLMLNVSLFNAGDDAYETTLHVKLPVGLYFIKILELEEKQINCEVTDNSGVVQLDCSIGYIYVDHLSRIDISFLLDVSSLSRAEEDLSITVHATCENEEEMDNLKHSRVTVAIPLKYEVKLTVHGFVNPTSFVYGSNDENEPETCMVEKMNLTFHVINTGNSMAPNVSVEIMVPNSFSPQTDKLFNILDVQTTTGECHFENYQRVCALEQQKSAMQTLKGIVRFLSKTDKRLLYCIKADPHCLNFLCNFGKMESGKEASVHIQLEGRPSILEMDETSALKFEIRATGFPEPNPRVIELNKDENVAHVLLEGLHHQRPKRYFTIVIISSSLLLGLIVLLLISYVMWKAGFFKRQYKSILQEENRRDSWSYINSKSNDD
MEX-5 binding – MEX-5 zinc finger RNA-binding disruptors – biochemical, C. elegans, fluorescence polarization, MLPCN library, primary screen; 300,000 tested, 0.38% active; MEX-5/FITC-TCR2 RNA binding; hits give low values; activity score (negative = inhibition of binding), % at 10 µM;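 active = inhibition past about -25% in most replicates, and total fluorescence under double the plate's negative control median, limit read from the data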;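 note: 0% = DMSO and -100% = 5 µM competing unlabeled TCR2 RNA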
MCL1-BIM inh – inhibitors of MCL1 binding to BIM-BH3, primary screen, biochemical, fluorescence polarization; Induced myeloid leukemia cell differentiation protein Mcl-1 (Homo sapiens), Q07820; GST-MCL1 / FITC-Bim-BH3 fluorescence polarization; inhibition, % at 10.9 µM; 320,000 tested, 0.68% active;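 active = inhibition above the mean inhibition of all tested compounds plus 3 SD, set per campaign, cut at about 40% in these data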;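 note: 0% = DMSO wells and 100% = unlabeled Bim-BH3 peptide control; higher means more loss of mP so more displacement of Bim peptide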
GLD-1 TGE inh – GLD-1/TGE RNA complex disruptors, primary screen, biochemical, fluorescence polarization; purified GLD-1 + fluorescein TGE RNA; AID 2280, 2010; Female germline-specific tumor suppressor gld-1 (Caenorhabditis elegans), Q17339; 320,000 tested, 0.44% active; inhibition, % at 5.96 µM;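 active = percent inhibition above a per-plate cutoff, the plate mean of test compounds plus 3 SD, cut at about 30% in these data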;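 note: 0% = DMSO wells with GLD-1 and probe and 100% = wells lacking GLD-1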
Starred values were filed as active, the others as inactive; . = not tested or not shown. Compounds were not picked by outcome. About 2.1% of those tested had a hit in this group.

SMILES	AGP1-GFP MLPCN	GRK2 inh	CIT2 TOR yeast	Bcl-xL primary	Yeast superoxide	VLA-4 inh	MEX-5 binding	MCL1-BIM inh	GLD-1 TGE inh
O=C(CCNS(=O)(=O)c1ccccc1)NNC(=O)COc1ccccc1F	100	2	99	.	98	2	.	.	4
COc1cccc(C2c3[nH]c4ccccc4c3CCN2CCCn2cccn2)c1 (centres undefined)	99	1	.	-1	99	7	0.8	6	3
CCOc1ccc(N2C(=O)/C(=C/c3cccs3)N(C)C2=S)cc1	105	1	103	4	95	18	.	6	6
COc1ccc(OC2CCN(S(=O)(=O)c3ccc(C(C)=O)cc3)CC2)cc1	96	0	98	-4	104	-5	1.8	-2	-5
Cc1ccc(-n2c(=O)cc(N3CCCCCC3)[nH]c2=O)cc1	104	0	114	4	79	-9	-0.9	-3	3
COC(=O)[C@@]12CCCN1[C@H](c1ccc(-c3ccc4c(c3)OCO4)cc1)[C@H]1C(=O)N(C)C(=O)[C@H]12	115	0	111	.	83	2	.	.	8
CN(C)c1ccc(C(=O)N(Cc2ccccc2)Cc2ccccc2)cc1	112	2	114	5	93	1	-0.9	-2	-1
C/C(=N\NC(=O)c1c([N+](=O)[O-])c(C)nn1C)c1ccc(NC(=O)c2ccc(C)o2)cc1	95	2	101	5	97	13	3.1	6	4
O=C(NC1CCCCC1)c1ccccc1-c1ccccc1	105	0	101	5	90	13	.	10	-4
CCc1ccc(C(C(=O)NC2CCCC2)N(C(=O)c2csnn2)C2CC2)cc1 (centres undefined)	97	0	101	4	91	-8	0.5	10	9
COC(=O)c1ccc(N2Cc3ccccc3/C2=N\C(=O)Nc2ccccc2)cc1	88	0	95	6	103	3	2.1	8	2
Cc1cc(Cl)ccc1OCC(=O)n1cc(C(=O)c2cc(Cl)ccc2O)cn1	101	0	100	0	101	-1	1.2	15	3
Cn1c(SCC(=O)N2c3ccccc3CCc3ccccc32)nnc1-c1ccc(O)cc1	119	1	85	4	103	6	3.8	7	5
Cc1nnc(Nc2ccc(O)cc2)[nH]c1=O	101	7	96	6	86	12	-0.3	0	2
COc1cccc(C(=O)NNC(=O)Cc2ccc([N+](=O)[O-])cc2)c1	92	3	93	-3	91	-1	-1.0	-5	-3
CC1=Nn2c(nnc2-c2ccccc2F)SC1	101	0	97	-2	103	-8	0.1	1	4
O=C(CCC(=O)NNC(=O)Cc1ccccc1)NCc1ccccc1	103	1	95	3	109	-2	-1.3	6	4
Cc1ccc(C(=O)Nc2ccc(Oc3cccc(C(F)(F)F)c3)nc2)cc1	98	0	90	6	99	-1	2.1	7	3
Nc1nnc(SCC(=O)NCC(=O)Nc2ccc(F)c(F)c2F)s1	104	5	101	-4	77	-3	.	-2	0
COc1ccc(-n2nnc3c(SCC(=O)NCC4CCCO4)ncnc32)cc1 (centres undefined)	100	1	101	4	103	2	.	4	-5
CCOC(=O)CSc1ccc(C(=O)Nc2ccc(Cl)cc2)cn1	99	9	99	1	105	7	1.4	2	6
CCC1(C)N=C(N)Nc2nc3cc(C)c(C)cc3n21 (centres undefined)	98	0	97	1	64*	7	1.4	-2	-5
O=C(CSc1nnc(CNC(=O)c2ccc(F)cc2)o1)NCc1ccc(F)cc1	99	13	99	1	105	-7	2.5	3	-1
CCc1ccc(NC(=O)COC(=O)CN2C(=O)COc3ccccc32)cc1	95	1	97	4	91	0	2.1	5	4
CC(=O)c1cccc(NC(=O)c2c(-c3c(F)cccc3Cl)noc2C)c1	99	3	111	-1	92	4	.	-5	7
COc1ccc2sc(-c3ccc(S(C)(=O)=O)cc3)c(-c3ccc(SC)cc3)c2c1	86	0	88	.	92	7	.	.	0
Cc1ccc(-n2c(SCC(=O)c3c(N)n(C)c(=O)n(C)c3=O)nc3sc4c(c3c2=O)CCCC4)c(C)c1	101	25	100	-2	92	-4	-0.6	-23	2
CCCS(=O)(=O)N1CCN(S(=O)(=O)c2ccc(F)cc2)CC1	101	0	88	-1	92	10	-0.4	1	4
COc1ccc(N(CCC(=O)O)S(=O)(=O)c2ccc(C)c(C)c2)cc1	108	2	109	4	111	25	3.6	5	2
COc1ccccc1C=NC(CO)C(O)c1ccc([N+](=O)[O-])cc1 (centres undefined)	112	0	111	3	97	-6	-1.5	1	6
COC(=O)[C@@]12CCCN1[C@H](c1ccc(-c3cccc(Cl)c3)cc1)[C@H]1C(=O)N(C)C(=O)[C@H]12	.	.	.	-3	.	.	3.0	-5	-4
COC(=O)c1cccc(NC(=S)NCc2ccc(Cl)cc2)c1	.	3	105	6	96	7	0.7	12	7
c1ccc(CSc2nnc(-c3cccnc3)o2)cc1	104	1	109	1	118	3	0.1	3	-4
Cc1ccc(-c2nnc(-c3ccccc3)c(-c3ccccc3)n2)cc1	104	1	89	2	117	19	-0.7	7	-1
C=C(C)c1cccc(C(C)(C)NC(=O)Nc2ccc3[nH]c(=O)[nH]c3c2)c1	101	0	108	3	110	0	-1.6	-2	6
CC(C)Cn1c(SCC(=O)Nc2ccc(Cl)cc2F)nc(O)cc1=O	104	1	101	.	93	-4	.	.	3

Sorted by count of non-hydrogen atoms (largest number first): part of the list above
SMILES	AGP1-GFP MLPCN	GRK2 inh	CIT2 TOR yeast	Bcl-xL primary	Yeast superoxide	VLA-4 inh	MEX-5 binding	MCL1-BIM inh	GLD-1 TGE inh
COC(=O)[C@@]12CCCN1[C@H](c1ccc(-c3cccc(Cl)c3)cc1)[C@H]1C(=O)N(C)C(=O)[C@H]12	.	.	.	-3	.	.	3.0	-5	-4
CC(=O)c1cccc(NC(=O)c2c(-c3c(F)cccc3Cl)noc2C)c1	99	3	111	-1	92	4	.	-5	7
CC(C)Cn1c(SCC(=O)Nc2ccc(Cl)cc2F)nc(O)cc1=O	104	1	101	.	93	-4	.	.	3
COc1ccccc1C=NC(CO)C(O)c1ccc([N+](=O)[O-])cc1 (centres undefined)	112	0	111	3	97	-6	-1.5	1	6
CCCS(=O)(=O)N1CCN(S(=O)(=O)c2ccc(F)cc2)CC1	101	0	88	-1	92	10	-0.4	1	4
c1ccc(CSc2nnc(-c3cccnc3)o2)cc1	104	1	109	1	118	3	0.1	3	-4

Next part.
SMILES	AGP1-GFP MLPCN	GRK2 inh	CIT2 TOR yeast	Bcl-xL primary	Yeast superoxide	VLA-4 inh	MEX-5 binding	MCL1-BIM inh	GLD-1 TGE inh
CCCCCCc1nc2ccccc2c(=O)n1N	102	1	105	0	106	-11	-0.1	7	10
COc1cc(SC)ccc1C(=O)N1CCN(Cc2ccc3c(c2)OCO3)CC1	95	1	103	6	100	12	2.1	-5	9
N=C1S/C(=C\c2cccc3ccccc23)C(=O)N1c1ccc(F)cc1	94	0	93	5	112	3	-17	14	8
CC(C)(C)C1CCc2c(sc(NC(=O)c3cccs3)c2C(=O)N2CCCCC2)C1 (centres undefined)	117	5	108	-6	120	13	2.6	-11	-1
N#C/C(=C\c1ccc(OC(=O)c2cccs2)cc1)c1nc2ccccc2[nH]1	102	0	97	0	101	9	-12	-6	-2
CCCCCC(=O)Nc1cccc(C2=NOC3(C2)C[C@@H](C(N)=O)N(C(=O)C2(C)CC2)C3)c1 (some centres undefined)	107	10	102	4	100	37	0.9	3	-7
CSc1ccc(NC(=O)Nc2ccccc2C(N)=O)cc1	103	0	104	-1	99	4	-1.8	-1	-3
Cc1ccc(-n2c(=O)[nH]cc(C(=O)N3CCc4ccccc43)c2=O)cc1	102	1	105	-3	98	13	-2.4	-5	5
Cc1nc(=O)c(-c2ccccc2)c(C)n1-c1ccccc1O	103	0	97	4	105	4	0.7	1	5
Cc1cccc(-c2cc3nc(C)cc(C)n3n2)c1	91	5	84	1	109	-9	-0.6	5	-4
CCCCCC(O)CCc1n[nH]c(=S)n1-c1ccccc1 (centres undefined)	117	2	123	-13	102	5	0.0	0	2
CN1/C(=C\C(=O)CSc2ncn[nH]2)C(C)(C)c2ccccc21	100	1	102	4	97	-19	2.2	2	7
COc1ccccc1OCCNC1CCCC1	101	0	95	4	96	5	0.2	4	6
COc1ccc(CCn2c(=N)c(S(=O)(=O)c3ccc(Cl)cc3)cc3c(=O)n4ccccc4nc32)cc1	93	0	92	-5	120	-6	1.6	-12	-3
CNS(=O)(=O)c1cn(CC(=O)NCc2ccc(OC)cc2)cc1S(=O)(=O)NC	105	0	106	-2	104	6	-2.9	0	-12
CN(CC(=O)Nc1ccccc1C(=O)NC1CC1)Cc1ccc(Cl)cc1	93	3	90	0	106	4	.	2	2
Nc1nc2n(n1)C(c1ccco1)CC(c1ccc(Cl)cc1Cl)N2 (centres undefined)	101	7	109	2	114	-7	1.2	5	-2
O=[N+]([O-])c1ccc(Cl)c(S(=O)(=O)Nc2cccc(S(=O)(=O)NC3=NCCC3)c2)c1	122	3	117	.	104	0	.	.	9
CNc1oc(Cc2ccccc2)nc1S(=O)(=O)c1ccccc1	115	2	101	6	90	10	-0.2	31	8
COc1ccc(/C=C/C(=O)NC(=S)Nc2ccc(S(=O)(=O)N=C(N)N)cc2)cc1OC	93	0	96	-1	93	3	-0.6	4	4
Cn1nc(C(F)(F)F)c(-c2cccc(C(F)(F)F)c2)c1NC(=O)Nc1ccc(F)cc1	.	2	.	10	106	16	-2.4	4	5
COc1ccc(C(=O)/C=C/c2ccc(OC3CSC3)cc2)cc1	104	0	101	12	89	7	3.8	6	6
COc1ccc(N2CCN(C(=O)CN(C)S(=O)(=O)c3cnc[nH]3)CC2)cc1	93	0	94	1	87	5	1.2	-4	-4
C=CCOc1c(Br)cc(/C=N/NC(=O)Cc2ccc(C(F)(F)F)cc2[N+](=O)[O-])cc1OC	101	3	103	-1	110	32	-0.8	-5	-7
